Glioma ERSR ind = ER stress response induction in glioma. U87-MG GRP78 promoter luciferase reporter, 16 h. Potency, µM, inactives show at the highest dose activation, actives largely listed as activators. 420,000 tested, 0.02% active. AID 602332; note: potency is the fitted concentration of half-maximal effect; series mostly up to about 76 µM; % of control where 0% means no effect; nearly all actives have a fitted effect of over 35% in size
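Stably transfected U87-MG human glioma cells carrying a GRP78-based luminescent sensor were seeded at 1000 cells/well, pin-dosed with compounds and incubated 16 h. Luciferase reagent was then added, and end-point luminescence was read after 10 min at room temperature.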
LDHA inh = blocks human lactate dehydrogenase A; purified LDHA, NADH/diaphorase-resazurin fluorescence; active compounds read low; activity change, % (values are at about 110 or 230 µM); 480,000 tested, 0.15% active; in the data active = activity change below about -30%; inconclusive = mostly about -25% to -30%;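 note: plate controls were DMSO wells for no effect and wells without enzyme for full effect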
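LDH5 2 nM; NADH 0.06 mM, pyruvate 0.2 mM; 200 mM Tris pH 7.4, EDTA, Tween-20; 5 min RT. Detection: diaphorase 0.133 mg/mL + resazurin 37 µM, fluorescence ex540/em590 at 0 and 20 min; normalized to enzyme-free and DMSO wells.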
Vif-A3F inh = blocks the Vif interaction with APOBEC3F; HeLa A3F-eYFP + Vif (tagged APOBEC3F with the HIV-1 protein that degrades it), YFP fluorescence increase; Potency, µM (doses to about 46.1 µM), without a hit: at the highest dose activity, negative = active; 390,000 tested, 0.2% active; note: potency is the fitted concentration of half-maximal effect; % of control where 0% means no effect; nearly all actives have a fitted effect of over 65% in size
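HeLa cells stably expressing Vif plus C-terminally eYFP-tagged A3F were seeded, incubated overnight at 37 deg C, dosed with compound, incubated overnight again at 37 deg C. Yellow fluorescence (Ex 488/Em 500-530) reported blocked Vif-mediated A3F-eYFP degradation.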
PI4K2A block = inhibitors of human PI4K2A; Q9BTU6; purified PI4K2A, ADP-Glo luminescence, 1 h; active compounds read low; activity change, negative = inhibition, % at 76.9 µM; 420,000 tested, 0.13% active; AID 1346378; in the data active = activity change below about -50%; inconclusive = mostly about -30% to -49%;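 note: -100% = wells without enzyme as full effect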
Target sequence (Q9BTU6 whole entry, looked up): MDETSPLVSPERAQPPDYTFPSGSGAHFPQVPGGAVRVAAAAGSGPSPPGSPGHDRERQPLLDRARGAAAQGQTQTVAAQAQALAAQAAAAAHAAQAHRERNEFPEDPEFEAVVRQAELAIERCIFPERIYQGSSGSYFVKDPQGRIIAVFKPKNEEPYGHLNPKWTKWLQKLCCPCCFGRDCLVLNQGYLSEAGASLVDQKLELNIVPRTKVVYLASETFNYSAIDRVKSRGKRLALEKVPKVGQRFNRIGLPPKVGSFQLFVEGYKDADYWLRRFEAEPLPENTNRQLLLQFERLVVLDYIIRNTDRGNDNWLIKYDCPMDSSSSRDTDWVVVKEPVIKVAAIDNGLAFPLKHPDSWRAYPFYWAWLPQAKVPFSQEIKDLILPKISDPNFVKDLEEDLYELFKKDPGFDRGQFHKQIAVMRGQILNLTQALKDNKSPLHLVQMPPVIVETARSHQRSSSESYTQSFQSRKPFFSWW
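PI4K2A activity was measured by ADP-Glo luminescence: enzyme (4 ug/mL stock) and phosphatidylinositol (1.2 mM stock) in Tris pH 7.5/MgCl2/EGTA/Triton X-100 buffer were reacted with ATP (300 microM stock) for one hour at ambient temperature.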
TrxR1 substrate = is turned over as a substrate by rat TrxR1 | 390,000 tested, 0.01% active | O89049 | purified TrxR1 substrate turnover, NADPH consumption readout | Potency, µM (top dose mostly 114 µM), for the others: at the highest dose activity change, negative = substrate turnover | AID 588456; note: potency is the fitted concentration of half-maximal effect; % is set by controls: 0 for no effect and ±100 for the full control effect; nearly all actives have a fitted effect of over 50% in size
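Rat TrxR1, dispensed at 90 nM, was prereduced with 400 uM NADPH (final) for 5 min at ~22 deg C, then incubated with compound 15 min before 400 uM selenite. A first-read NADPH fluorescence drop versus no-compound background flagged substrates.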
IDH1 R132H inh = human IDH1 R132H inhibition | IDH1-R132H enzyme, NADPH consumption, diaphorase/resazurin fluorescence | Potency, µM (titrated, usually from 76.6 µM), inactives show top-dose activity change, negative = inhibition, hits mostly inhibitors | 390,000 tested, 0.093% active | AID 602179; note: potency is the fitted concentration of half-maximal effect; % is set by controls: 0 for no effect and ±100 for the full control effect; nearly all actives have a fitted effect of over 65% in size
Target sequence (O75874 whole entry R132H, stated change not applied): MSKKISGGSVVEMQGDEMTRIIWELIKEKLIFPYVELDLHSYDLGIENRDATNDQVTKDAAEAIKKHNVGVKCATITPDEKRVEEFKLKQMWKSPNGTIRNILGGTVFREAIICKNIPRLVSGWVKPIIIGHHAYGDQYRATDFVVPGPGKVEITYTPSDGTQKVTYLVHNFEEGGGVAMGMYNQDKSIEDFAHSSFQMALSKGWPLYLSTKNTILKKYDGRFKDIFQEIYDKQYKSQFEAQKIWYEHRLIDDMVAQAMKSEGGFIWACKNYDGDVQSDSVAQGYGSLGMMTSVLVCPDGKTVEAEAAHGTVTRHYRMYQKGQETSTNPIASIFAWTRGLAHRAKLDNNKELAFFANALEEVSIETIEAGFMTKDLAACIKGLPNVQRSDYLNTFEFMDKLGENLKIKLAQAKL
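IDH1-R132H (0.5 ug/mL) preincubated 30 min with compound, then NADPH (0.016 mM) and alpha-KG (2 mM) added; 80 min at RT, pH 7.5. Remaining NADPH coupled via diaphorase/resazurin to fluorescence (540/590 nm); concentration-response curves normalized to no-enzyme control.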
RXFP1 agonist = RXFP1 (human) receptor agonism | Potency, µM (series often up to 57.5 µM), for inactives: top-dose activation, hits mostly activators | 370,000 tested, 0.3% active | HEK293T-RXFP1 cAMP TR-FRET, 30 min; response scale: percent of porcine relaxin response, buffer zero; note: potency is the fitted concentration of half-maximal effect; % is set by controls: 0 for no effect and ±100 for the full control effect; nearly all actives have a fitted effect of over 60% in size; many of its hits are not listed in these tables
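cAMP rise read by TR-FRET after 30 min, 37C compound exposure (up to 58 uM) in RXFP1-transfected HEK293 cells with Ro 20174 present. EC50 from Hill-equation fits, with 29 nM porcine relaxin as 100% and buffer as basal.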
Vif-A3G inh = Vif-A3G binding inhibition; Potency, µM (highest dose often 46.1 µM), for inactives: at the top dose activity, negative = active, actives largely listed as inhibitors; 410,000 tested, 0.076% active; HeLa A3G-eYFP + Vif (tagged APOBEC3G with the HIV-1 protein that degrades it), YFP fluorescence, overnight; Q9HC16;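 note: potency is the fitted concentration of half-maximal effect; % is set by controls: 0 for no effect and ±100 for the full control effect; nearly all actives have a fitted effect of over 60% in size; hits raise eYFP signal because A3G escapes Vif-driven loss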
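HeLa cells stably expressing Vif and C-terminally eYFP-tagged A3G, seeded overnight at 37 deg C, then exposed to compound by pintool overnight at 37 deg C. Rise in yellow fluorescence (Ex 488/Em 500-530, Acumen) marks blocked Vif-driven A3G degradation.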
USP1-UAF1 inh = blocks the human USP1/UAF1 deubiquitinase complex. O94782. recombinant USP1/UAF1, Ub-Rhodamine cleavage fluorescence. Potency, µM (doses to about 57.1 µM), for inactives: at the highest dose activity change, negative = inhibition, most hits filed as inhibitors. 390,000 tested, 0.23% active; note: potency is the fitted concentration of half-maximal effect; % is set by controls: 0 for no effect and ±100 for the full control effect; nearly all actives have a fitted effect of over 60% in size; inactives centre near -12
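Step one: compound is pinned into 1nM USP1/UAF1 in HEPES pH 7.8 buffer with TCEP. Step two: 15 min room-temperature incubation. Step three: Ub-Rho (150nM final) starts cleavage, tracked by fluorescence over six one-minute reads.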
* marks the source's active call; other numbers are inactive results; ? = inconclusive; . = no result given; & = joins results of further samples; [ ] = another dose, or the depositor's remark. Unless noted, calls come from the whole dose curve; as a rule, active = well fitted curve in the direction sought with a large enough effect; inconclusive = small, poorly fitted or top-dose-only effect, or another doubt; inactive = no such curve, though single readings can be large; an effect the other way counts as inactive or inconclusive.

SMILES	Glioma ERSR ind	LDHA inh	Vif-A3F inh	PI4K2A block	TrxR1 substrate	IDH1 R132H inh	RXFP1 agonist	Vif-A3G inh	USP1-UAF1 inh
CC(Sc1nnc(-c2ccncc2)n1-c1ccc(F)cc1)C(=O)NC1CC1 (configuration not stated)	-5%	0	-5%	-1	7%	11%	2.1%	10%	-16%
CN(C)C(CNC(=O)CCNC(=O)c1ccc(Cl)cc1)c1ccco1 (configuration not stated)	-3%	-2	2%	-3	0%	2%	1.7%	1%	-7%
CCOC(=O)c1[nH]c2ccc(OC)cc2c1NC(=S)N1CCN(c2ccccn2)CC1	-2%	-6	3%	5	5%	7%	?	-1%	-16%
COc1cc([C@@H]2OC[C@@H]3[C@H]2CO[C@@H]3c2ccc3c(c2)OCO3)ccc1O	-5%	1	2%	0	5%[57.1 µM]	-15%	.	-6%	18%
CCOC(=O)C(C(=O)Cc1ccccc1)c1ccccc1 (configuration not stated)	-3%	-10	-14%	2	-3%	-2%	.	-2%	7%
Cn1c(=O)c(Oc2ccc(Cl)cc2)c(O)c2ccccc21	-3%	-1	-11%	1	19%	19%	4.3%	-1%	-2%
COC(=O)c1c(C)[nH]c(C)c1C(=O)c1ccccc1Cc1ccccc1	-3%&-1%&-4%&-2%&-5%&-5%	-2&4	6%	2&1	-1%[57.1 µM]	4%	.	-1%&0%	-23%
CCOC(=O)N1CCC(NS(=O)(=O)c2ccc3c(c2)C(C)(C)C(=O)N3C)CC1	-4%	-5	-8%	2	-5%	5%	0.2%	3%	-16%
O=C(Nc1ccc(OC(F)(F)C(F)F)c(NC(=O)c2cccc(F)c2)c1)c1cccc(F)c1	2%	1	-7%	2	-2%[57.1 µM]	0%	6.4%	1%	-6%
Cn1c(Cn2c(=O)sc3ccccc32)nnc1SCC(=O)NCc1ccccc1Cl	-3%	-8	-8%	3	8%[57.1 µM]	-4%	0.4%	2%	-8%
Cc1ccsc1CN(C)c1ncnc2ccc(-c3ccoc3)cc12	-3%	6	.	-12	.	.	.	-20%	.
COc1ccccc1NCCC(=O)OCC(=O)Nc1cc([N+](=O)[O-])ccc1F	-3%	0	-6%	5	-13%	2%	.	3%	-12%
O=C(Nc1ccc(NC(=O)c2ccc3c(c2)OCO3)cc1)c1cccc(Cl)c1	-4%	-3	-2%	-3	9%	8%	0.2%	0%	-8%
O=C(COC(=O)c1ccccn1)Nc1ccccc1Cl	-2%	-2	1%	-5	-9%	-1%	-0.6%	0%	0%
COc1ccc(C(=O)Nc2ccccc2C(=O)NCc2ccco2)cc1	2%	-1	-4%	5	4%	2%	5.7%	-19%	-6%
C[C@]12c3[nH]c4cc(-c5ccco5)ccc4c3CCN1C(=O)[C@@H](CC(=O)NCc1ccco1)C[C@@H]2C(=O)N1CCCCC1	-1%	-2	-4%	-6	24%	-2%	.	-8%	-24%
CCOc1ccc(C(C(=O)NCC2CCCO2)N(CCc2cccc(C)c2)C(=O)c2snc(C(N)=O)c2N)cc1 (configuration not stated)	0%	2	14%	0	10%	-2%	3.4%	-1%	-15%
O=C(Nc1ccc(S(=O)(=O)NC2=NCCCCC2)cc1)c1ccc(Cl)c([N+](=O)[O-])c1	9%	-1	0%	2	-3%	-8%	.	3%	-2%
Cc1ccc(N2CC(NC(=O)c3ccco3)CC2=O)cc1 (configuration not stated)	-1%	-4	-3%	-1	5%[57.1 µM]	-6%	3.0%	0%	7%
CN(C(=O)Cc1c(C(=O)O)n(C)c2ccccc12)c1ccc(Cl)cc1	-4%	-7	8%	-3	10%[57.1 µM]	-4%	0.8%	-2%	-20%
Cc1ccccc1NC(=O)Cn1c(=O)n(CCC(=O)N2CCc3ccccc3C2)c(=O)c2ccccc21	0%	-6	4%	-1	-3%	-6%	5.9%	4%	-17%
O=C(NCC(=O)N1CCCCCCC1)c1cccc([N+](=O)[O-])c1	7%	-4	-1%	-2	-5%	0%	0.3%	-4%	0%
COc1ccc(N(CC(=O)NCCc2ccccc2)C(=O)CCC(=O)Nc2ccccn2)cc1	-3%	-5	1%	-1	4%	1%	3.3%	1%	-16%
[N-]=[N+]=NC[C@H](Cc1ccccc1)N1CCN(Cc2ccccc2)CCC1=O	-4%	0	0%	-1	4%	12%	-1.7%	4%	?
Cc1ccc(SCc2nc3ncccn3c2Br)cc1	2%	-2	7%	-3	4%	11%	1.6%	-1%	-19%
O=S(=O)(c1cccc(NC(=S)N2CCN(c3ccc(F)cc3)CC2)c1)C(F)F	2%	-9	3%	3	-10%	-3%	-0.1%	-7%	-14%
O=C1c2ccccc2S(=O)(=O)N1CC(O)COc1ccc(Br)cc1 (configuration not stated)	3%	3	-1%	-6	-11%	18%	0.0%	0%	-6%
N#Cc1ccc(CSCC(=O)O)cc1	-1%	-5	-1%	1	6%	4%	1.2%	0%	6%
c1cncc(CSc2nnc3ccc(-c4ccncc4)nn23)c1	-2%	-1	2%	4	3%	3%	28%	-2%	-13%
O=C(Nc1ccc2ccccc2c1)/C(=C\c1ccc2c(c1)OCO2)NC(=O)c1ccco1	-9%	2	7%	-3	1%	3%	0.9%	-5%	-7%
Cc1ccc(NC(=O)CN2C(=O)C3CCCCN3C(=O)c3ccccc32)cc1 (configuration not stated)	-4%	-5	.	2	-6%	1%	4.0%	1%	-4%
CCOC(=O)c1c(NC(=O)C2C3C=CC(CC3)C2C(=O)O)sc(C)c1CC (configuration not stated)	-3%	-8	-1%	7	7%[57.1 µM]	-3%	24%	-2%	-4%
CC(=O)c1ccc(NC(=O)C2CCN(S(=O)(=O)c3cccc4cccnc34)CC2)cc1	-5%	-8	-3%	-2	4%	10%	0.7%	-3%	?
COc1ccc(OCc2nc(C#N)c(NCc3ccccc3Cl)o2)cc1	-1%	1&4	-16%	1	4%	24%	-9.9%	-5%	-26%
CC[C@]12c3[nH]c4ccc(Cl)cc4c3CCN1C(=O)[C@@H](CC(=O)NCCCN(C)C)C[C@@H]2C(=O)N1CCN(C(=O)c2ccco2)CC1	2%	-9	2%	-6	-3%	-2%	.	5%	0%
OCC(O)C(O)C(O)C(O)C=Nc1ccc(/C=C/c2ccnc3ccccc23)cc1 (configuration not stated)	-1%	5	.	.	6%[0.0914 µM]	.	.	-14%	.
CC(C)Cn1c(-c2ccc(Br)cc2)c[nH]c1=S	-3%	-15	-27%	2	-6%	0%	-0.7%	6%	-20%
Cc1cccc(N2CCN(c3ncnc4c3cnn4-c3ccc(Cl)cc3)CC2C)c1 (configuration not stated)	-3%	0	4%	3	4%[57.1 µM]	4%	7.5%	2%	-31%
COC(=O)c1ccccc1NC(=O)CN(C1CCCCC1)S(C)(=O)=O	-2%	-4	.	0	2%	8%	3.0%	-2%	-21%
CCOc1ccccc1N1Cc2ccccc2C1	-3%	8	-2%	2	-3%	17%	2.1%	-1%	-7%
Cc1cccc(NC(=O)COC(=O)c2ccc(S(=O)(=O)N3CCCCCC3)cc2)c1	-5%	-3	?	3	-11%	-3%	-0.5%	-1%	-8%
CCOC(=O)c1c(NC(=S)Nc2ccccc2)sc2c1CCN(C)C2	-1%	6	0%	-7	11%[57.1 µM]	8%	4.0%	-19%	-14%
COc1ccc(NC(=O)c2ccc(COc3ccc(C)cc3)o2)cc1	-2%	1	-2%	-2	4%	10%	2.4%	0%	-12%
CCCC(=O)C1=C(O)C(C(=O)OC)C(C)(C)CC1=Nc1ccc(N)cc1 (configuration not stated)	-3%	-6	3%	2	3%[57.1 µM]	3%	3.1%	1%	-5%
O=C(c1cc2ccccc2o1)n1nnc2ccccc21	0%	-3	-5%	2	4%	4%	1.3%	0%	-15%
CCC(=O)N1CCc2cc(S(=O)(=O)NC(C(=O)NCCc3ccc(C)cc3)C(C)C)ccc21 (configuration not stated)	-3%	1	-3%	-4	5%	18%	-0.8%	-10%	-19%
COC(C(=O)Nc1ccc(Cl)cc1C)c1ccccc1 (configuration not stated)	-2%	-10	6%	-2	5%	0%	2.2%	0%	-6%
Cc1ccccc1C(=O)OC1CCN(C)CC1	11%	-7&-1	?	1	14%[57.1 µM]	5%	0.0%	1%	-22%
CCOCCCNC(=O)c1ccc(N2CC3CC(C2)c2cccc(=O)n2C3)c(NC(=O)Nc2cccc(OC)c2)c1 (configuration not stated)	-4%	-6	-12%	0	-2%	-4%	3.8%	2%	-2%
O=C(NCCN1C(=O)S/C(=C\c2ccccc2Cl)C1=O)C1=COCCO1	2%	-4	8%	1	-3%	9%	-0.1%	?	-12%
CCC(Oc1ccccc1)C(=O)N1CC(C)CC(C)C1 (configuration not stated)	-3%	-1	-6%	1	-6%	5%	-0.2%	1%	-14%
CCCn1c(=O)c(C(=O)N/N=C/c2ccc(F)cc2)c(O)c2ccccc21	-5%	-4	9%	12	12%	-21%	0.4%	3%	-21%
COC(=O)c1nn(-c2ccccc2)c(Cl)c1/C=N/OCc1ccc(Cl)cc1Cl	-6%	-1	.	-4	2%	3%	-0.6%	1%	-21%

These rows are one share of the data; rates above refer to the full screens.
